Source: PubChem
Casp6 inh – blocks human caspase-6 cleavage activity. P55212. 350,000 tested, 0.53% active. AID 686996. purified caspase-6, Z-VEID-R110 cleavage fluorescence. inhibition, % at 12.5 µM;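 active means mean inhibition across replicates at least about 35%, with every replicate also reaching that limit, limit read from the data; inconclusive means only one of the two criteria met; inactive means neither criterion met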;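 further: 0% = median of neutral control wells and 100% = no fluorescence left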
Target sequence (P55212 24-179 limits assumed): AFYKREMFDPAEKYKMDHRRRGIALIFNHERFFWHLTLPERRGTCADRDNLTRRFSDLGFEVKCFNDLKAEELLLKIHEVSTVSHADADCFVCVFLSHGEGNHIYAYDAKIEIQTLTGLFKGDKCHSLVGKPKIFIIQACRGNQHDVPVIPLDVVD
Target sequence (P55212 194-293 limits assumed): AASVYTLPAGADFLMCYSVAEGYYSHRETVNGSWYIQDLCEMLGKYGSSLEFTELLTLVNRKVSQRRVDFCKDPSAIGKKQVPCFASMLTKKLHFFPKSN
ARNT-TACC3 inh – ARNT/TACC3 interaction disruption; AlphaScreen His-ARNT PAS-B/GST-TACC3 binding, luminescence; TACC3 fragment carries E629A point mutation; 390,000 tested, 0.66% active; AID 623870; inhibition, % at 9.99 µM;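 active means mean inhibition of replicates at least 50% and at least half of replicates each reaching 50%; inconclusive means half or more replicates reach 50% but mean below 50%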;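 further: 0% = complete ARNT plus TACC3 wells and 100% = ARNT alone without TACC3; many hits fall short of the cut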
PAX8 inh HTS – inhibitors of PAX8 transcriptional activity in RMG-I cells; RMG-I TPO-luciferase reporter, SteadyGlo, 24 h; inhibition, % at 12.6 µM; 360,000 tested, 1.2% active;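 active means mean replicate inhibition at least 60% with every replicate also reaching 60%; inconclusive means only one of the two criteria is met; inactive means mean below 60% and not all replicates reaching 60%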;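 further: luciferase light reporting Pax8 driven TPO promoter activity; plate controls were median of neutral control wells for no effect and mitoxantrone controls for full effect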
EWS-Fli inh – inhibitors of EWS/Fli oncoprotein transcriptional activity; A673 NR0B1-luciferase reporter, viability-normalised; 350,000 tested, 0.67% active; inhibition, % at 12.6 µM; AID 651661;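 active means mean inhibition of at least 50% after viability correction, with every replicate also passing that limit; inconclusive means mean reaches 50% but only one of two replicates passes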;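 further: firefly luciferase signal divided by Alamar Blue viability fluorescence both relative to DMSO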
SIRT5 inh – blocks human SIRT5 desuccinylation of peptide | Purified SirT5, succinyl-peptide AMC, trypsin-coupled fluorescence | Q9NXA8 | inhibition, % at 15 µM | 330,000 tested, 1.1% active; in the data active means inhibition above about 15%; inconclusive means no clear call, values can overlap the other calls
Target sequence (Q9NXA8 whole entry, looked up): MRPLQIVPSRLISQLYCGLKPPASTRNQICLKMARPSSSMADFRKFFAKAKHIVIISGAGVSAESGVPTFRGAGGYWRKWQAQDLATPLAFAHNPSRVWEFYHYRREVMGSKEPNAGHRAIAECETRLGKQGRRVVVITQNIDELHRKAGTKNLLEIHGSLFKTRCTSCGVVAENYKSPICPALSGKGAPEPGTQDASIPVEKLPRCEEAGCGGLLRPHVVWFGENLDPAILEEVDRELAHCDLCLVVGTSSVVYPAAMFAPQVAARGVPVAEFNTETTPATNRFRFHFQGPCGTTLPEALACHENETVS
LGR2 inh – inhibitors of bursicon-induced Drosophila LGR2 receptor cAMP signaling. HEK293 LGR2, CRE-luciferase, bursicon-stimulated, 4 h. inhibition, % at 9.99 µM. 380,000 tested, 0.35% active. AID 720647;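 active means drop in luminescence signal, shown as inhibition above about 50% in the replicate tests, limit read from the data, passing the limit was not always enough; inconclusive means probably only some replicates passing the limit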;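 further: agonist challenge used bursicon conditioned medium at about half maximal strength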
DENV2 CPE – protects cells from dengue virus 2 cytopathic effect; DENV2-infected cells, cytopathic effect rescue, plate reader; CPE inhibition, % at 9.99 µM; 350,000 tested, 1.7% active; AID 651640; in the data active means CPE inhibition above about 20%, passing the limit was not always enough; inconclusive means no clear call, values can overlap the other calls; tested in BHK-21 cells;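 further: 0% = median of neutral control wells and 100% = median of positive control wells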
Starred values were filed as active, the others as inactive; ? = inconclusive; . = not tested or not shown.

The first 2 records (preview)
(1) CCOc1ccc(CN2C(=O)c3ccccc3C2C(=O)NCC2CCCO2)cc1 (stereo unspecified)
(2) CCOC(=O)C1=CCC(c2cc3ccccc3[nH]2)NC1 (stereo unspecified)

compound no.,1,2
Casp6 inh,-0.3,-1.8
ARNT-TACC3 inh,0.3,.
PAX8 inh HTS,-1.2,-143.7
EWS-Fli inh,4.5,-138.3
SIRT5 inh,-7.1,-6.3
LGR2 inh,-5.8,-67.1
DENV2 CPE,-6.3,-4.5

This part in full, repeating the preview:
(1) CCOc1ccc(CN2C(=O)c3ccccc3C2C(=O)NCC2CCCO2)cc1 (stereo unspecified)
(2) CCOC(=O)C1=CCC(c2cc3ccccc3[nH]2)NC1 (stereo unspecified)
(3) FC(F)(F)c1ccccc1N/N=C/c1cccnc1
(4) COCCNC(=O)C(c1c[nH]c2ccccc12)N(C(=O)c1snc(C(N)=O)c1N)c1cccc(OC)c1 (stereo unspecified)
(5) CC(C)CC#Cc1ccc2c(c1)O[C@@H](CN(C)C(=O)c1ccccc1)[C@H](C)CN([C@@H](C)CO)S2(=O)=O
(6) O=S(=O)(c1ccc(F)cc1)N1CCCCN2[C@H](CO)[C@H](c3ccc(-c4cncnc4)cc3)[C@H]2C1
(7) Cc1cc(C)c(OCC(=O)OCC(=O)NNC(=O)c2ccccc2F)c(C)c1
(8) FC(F)(F)c1ccccc1-n1c(-c2cnccn2)n[nH]c1=S

compound no.,1,2,3,4,5,6,7,8
Casp6 inh,-0.3,-1.8,-0.4,1.2,-1.6,0.5,0.0,0.3
ARNT-TACC3 inh,0.3,.,2.0,-2.3,-1.7,0.4,-0.4,9.6
PAX8 inh HTS,-1.2,-143.7,-29.5,25.2,.,-5.5,2.5,-33.0
EWS-Fli inh,4.5,-138.3,-28.4,1.9,17.2,-4.9,-4.3,-0.6
SIRT5 inh,-7.1,-6.3,5.5,-2.7,10.4,5.5,-0.7,-4.8
LGR2 inh,-5.8,-67.1,-7.8,-0.2,2.2,-14.7,-14.6,.
DENV2 CPE,-6.3,-4.5,0.9,8.6,-2.1,2.6,-3.1,-6.3

A different layout for some results above:
Every second line gives: Casp6 inh, ARNT-TACC3 inh, PAX8 inh HTS, EWS-Fli inh, SIRT5 inh, LGR2 inh, DENV2 CPE
2) CCOC(=O)C1=CCC(c2cc3ccccc3[nH]2)NC1 (stereo unspecified)
→ -1.8, ., -143.7, -138.3, -6.3, -67.1, -4.5
1) CCOc1ccc(CN2C(=O)c3ccccc3C2C(=O)NCC2CCCO2)cc1 (stereo unspecified)
→ -0.3, 0.3, -1.2, 4.5, -7.1, -5.8, -6.3
3) FC(F)(F)c1ccccc1N/N=C/c1cccnc1
→ -0.4, 2.0, -29.5, -28.4, 5.5, -7.8, 0.9

(more compounds)
(9) Nc1nnn(CC(=O)N/N=C/c2ccccc2Cl)n1
(10) COCCN(C(=O)Cc1ccc(OC)c(OC)c1)c1nc(-c2cc(OC)ccc2OC)cs1
(11) CC1CCCN(C(=O)c2ccccc2OC2CCN(S(C)(=O)=O)CC2)C1 (stereo unspecified)
(12) Cc1ccc(N/C(N)=N/c2nc(CSc3nnc(C)s3)cc(=O)[nH]2)c(C)c1
(13) CCN(CC)C(=O)COc1ccc(-c2nnc(Nc3ccc(OC)c(C(=O)NC)c3)c3ccccc23)cc1
(14) O=C(C[C@H]1C[C@@H]2c3cc(NC(=O)c4cccnc4)ccc3O[C@@H]2[C@H](CO)O1)NC1CCCC1
(15) COc1ccc(O)c(C(=O)c2cnn(C(=O)c3ccc(C)cc3)c2)c1
(16) O=C(NCCCCNC(=O)c1ccc(Br)cc1)c1ccc(Br)cc1

compound no.,9,10,11,12,13,14,15,16
Casp6 inh,1.1,0.1,1.3,1.0,3.6,-5.7,-1.5,-0.9
ARNT-TACC3 inh,-5.2,3.7,-7.5,-3.0,9.3,.,.,-10.6
PAX8 inh HTS,-1.5,34.8,-0.3,32.4,-6.0,.,-12.2,-6.7
EWS-Fli inh,5.2,8.7,-9.2,68.5*,4.1,-2.2,-16.6,7.4
SIRT5 inh,-2.6,1.0,-0.9,-2.2,0.4,-2.4,1.8,-1.7
LGR2 inh,6.2,6.9,-12.6,11.7,.,3.2,-14.7,-5.6
DENV2 CPE,?,-5.9,.,-2.4,0.1,8.7,0.0,7.0

(17) O=C(Nc1ccc(N2CCOCC2)cc1)C1CCCCN1S(=O)(=O)c1ccccc1 (stereo unspecified)
(18) COC(=O)C1N[C@@H]([C@@H](NC(=O)COc2ccccc2)C(=O)Nc2ccc(OC)cc2)SC1(C)C (stereo partly specified)
(19) O=S(=O)(c1ccc(F)cc1)N1C[C@@H]2[C@H](c3ccccc31)[C@H](CO)N2Cc1ccccc1Cl
(20) COCC(=O)N1CCC(Oc2ccc(C(=O)NCc3cc(C)n(C)n3)cc2)CC1
(21) CCOC(=O)N1CCC(N2CCN(Cc3ccccc3)C(CCO)C2)CC1 (stereo unspecified)
(22) Cc1c(C(=O)OC2CCC(C)CC2)[nH]c2c1C(=O)CCC2 (stereo unspecified)
(23) CC(C)NC(=O)CC1C(=O)N(Cc2ccccc2)C(C)c2nc3ccccc3n21 (stereo unspecified)
(24) CC(C)Oc1ccc(Cl)cc1Nc1nc(NCCO)nc(N2CCCC2)n1

compound no.,17,18,19,20,21,22,23,24
Casp6 inh,4.1,-0.4,1.0,-1.4,3.5,-2.4,-1.1,2.9
ARNT-TACC3 inh,3.5,-2.2,-6.3,-0.8,0.7,-2.0,-3.3,3.0
PAX8 inh HTS,35.0,-11.0,2.4,-16.7,7.3,-121.7,5.2,32.6
EWS-Fli inh,6.0,4.5,8.8,.,2.9,-63.4,7.6,-2.7
SIRT5 inh,11.8,.,1.7,3.3,-1.8,-5.7,-3.4,-4.0
LGR2 inh,4.8,6.0,-0.4,-10.1,-6.7,-15.2,28.0,.
DENV2 CPE,-8.8,10.1,9.2,9.3,3.0,-4.2,-3.7,0.7

(25) C[C@@H]1CCCCO[C@H](CN(C)S(=O)(=O)c2cccs2)[C@@H](C)CN([C@H](C)CO)C(=O)c2cc(NC(=O)NC3CCCCC3)ccc2O1
(26) O=C(COC(=O)CNC(=O)C1CCCCC1)Nc1cc(C(F)(F)F)ccc1Cl
(27) COc1ccc(NC(=O)N2CC[C@@H]3[C@H]2c2cc(-c4cccc(C(=O)N(C)C)c4)ccc2N(C)[C@H]3CO)cc1
(28) CC(C)(C)CN1CCC(Oc2cccc(C(=O)N3CCNC(=O)C3(C)C)c2)CC1
(29) Cc1ccc(Sc2cc(C(=O)NCCCN(C)C)c3ccccc3n2)cc1
(30) Cc1ccc(NC(=O)CNc2ccc(Cl)c(Cl)c2)cc1S(=O)(=O)N(C)C
(31) CC1(C)CC(=O)C2=C(C1)N(c1ccccc1)C(=O)CC2c1ccc(O)cc1 (stereo unspecified)
(32) C[C@H]1CCCCO[C@H](CN(C)Cc2ccncc2)[C@@H](C)CN([C@@H](C)CO)C(=O)c2cc(NS(C)(=O)=O)ccc2O1

compound no.,25,26,27,28,29,30,31,32
Casp6 inh,.,4.7,2.1,-1.0,-14.3,1.8,-0.1,-4.8
ARNT-TACC3 inh,24.8,0.5,-1.8,-4.5,0.4,7.7,.,-5.5
PAX8 inh HTS,-9.0,10.7,11.9,5.6,-20.5,5.6,22.7,-10.5
EWS-Fli inh,4.2,6.8,8.1,3.1,5.9,-2.4,4.4,-3.2
SIRT5 inh,.,-3.3,2.8,-0.1,-2.0,-0.5,1.2,-3.2
LGR2 inh,-3.2,.,4.0,-2.6,3.9,-1.9,16.6,-3.5
DENV2 CPE,?,-9.7,-5.2,2.2,6.6,.,-2.2,-1.2

(33) CN(C)CCn1cnc2c(c1=N)C(c1ccccc1)c1ccc3ccccc3c1O2 (stereo unspecified)
(34) CCOc1ccc2nc(SCC(=O)Nc3ccc4c(c3)OCO4)sc2c1
(35) C[C@@H]1CN([C@@H](C)CO)C(=O)c2cc(NC(=O)Cc3ccccc3)ccc2O[C@@H](C)CCCCO[C@@H]1CN(C)Cc1ccc(C(=O)O)cc1
(36) COc1ccc(CN(C)C[C@H]2Oc3c(NC(=O)Nc4c(C)noc4C)cccc3C(=O)N([C@H](C)CO)C[C@H]2C)cc1
(37) COc1ccc(NC(=O)CSc2nc3ccsc3c(=O)n2CCC(=O)O)c(OC)c1
(38) CCN(CC)S(=O)(=O)c1ccc(N)cc1
(39) O=C(Nc1cccc(O)c1)c1cccc(S(=O)(=O)Nc2cccc(O)c2)c1
(40) CCNc1nc(NC(C)C)nc(N(C)C#N)n1

compound no.,33,34,35,36,37,38,39,40
Casp6 inh,-10.6,-19.3,1.2,0.6,-4.3,-3.5,0.3,3.7
ARNT-TACC3 inh,17.8,-7.0,-6.2,-13.0,2.8,5.5,6.6,-1.7
PAX8 inh HTS,-6.1,-8.2,1.9,-27.2,5.1,-27.1,38.2,17.7
EWS-Fli inh,21.5,6.0,1.7,-1.1,.,-3.7,-3.1,7.4
SIRT5 inh,-8.6,-3.0,13.3,-3.6,-1.7,-4.1,-1.6,-25.7
LGR2 inh,-1.7,.,-14.7,-13.7,6.9,29.9,-5.6,-13.1
DENV2 CPE,-6.8,?,-11.4,2.8,-2.3,-3.5,15.3,-7.2

(41) O=C(/C=C/c1ccc(F)cc1)Nc1cc(S(=O)(=O)N2CCOCC2)ccc1N1CCCC1
(42) Nc1nc2nccc(-c3ccccn3)n2n1
(43) O=C(NC(=O)N1CCCCCC1)c1ccccc1
(44) Cc1nc2ccccc2c(=O)n1/N=C/c1cc(Br)ccc1O
(45) Cc1ccc(NC(=O)CCN2C(=O)c3cccc4cccc(c34)C2=O)cc1
(46) COc1ccc(OC)c(-c2csc(CCn3nc(C)cc3C)n2)c1
(47) O=C(C[C@H]1CC[C@H]2[C@@H](COC[C@H](O)CN2S(=O)(=O)c2ccccc2)O1)N1CCOCC1
(48) Cn1c(Cn2c(=O)sc3ccccc32)nnc1SCC(=O)Nc1cccc(Cl)c1

compound no.,41,42,43,44,45,46,47,48
Casp6 inh,.,-3.0,-1.6,-4.1,-2.7,-1.2,3.7,-0.7
ARNT-TACC3 inh,-23.6,-4.0,.,59.5*,-7.4,-2.3,-3.9,.
PAX8 inh HTS,-0.3,-13.8,-3.0,9.1,3.9,-1.9,6.9,8.7
EWS-Fli inh,.,6.8,.,2.4,-10.7,-2.1,2.5,-1.1
SIRT5 inh,.,-2.9,2.1,-5.1,-1.8,1.1,0.2,-2.3
LGR2 inh,0.5,.,7.5,-12.5,0.5,14.9,-5.9,-19.1
DENV2 CPE,.,7.3,-5.0,-4.4,-1.7,.,-2.6,10.6

(49) COc1ccc(C2CC(=O)Oc3cc(O)cc(O)c32)cc1 (stereo unspecified)
(50) COc1ccc2c3c([nH]c2c1)[C@H](CO)N(C(=O)Cc1ccccc1)CC31CN(C)C1
(51) COc1ccc(N2C(=O)C3CCCN3C2c2cccc(OC)c2)cc1 (stereo unspecified)
(52) C[C@@H]1CN([C@@H](C)CO)C(=O)c2cc(NC(=O)C3CC3)ccc2O[C@H]1CN(C)Cc1ccc(Oc2ccccc2)cc1
(53) C/C(=N\NC(=O)c1nnn(-c2nonc2N)c1-c1cccs1)c1ccncc1
(54) CC(=O)N1N=C(c2cccc([N+](=O)[O-])c2)OC1(C)c1cccs1 (stereo unspecified)
(55) CCCC#Cc1ccc([C@@H]2[C@@H](C#N)N(C(=O)C3CC3)[C@H]2CO)cc1

compound no.,49,50,51,52,53,54,55
Casp6 inh,-3.0,2.0,-1.3,-1.4,2.5,4.3,-4.5
ARNT-TACC3 inh,2.5,.,-1.4,-1.0,-1.0,-13.8,-5.3
PAX8 inh HTS,.,0.2,-19.7,25.1,-19.5,5.4,7.3
EWS-Fli inh,0.4,-22.0,-12.6,3.3,.,-16.1,-5.3
SIRT5 inh,-0.8,-3.7,.,1.7,-3.4,1.2,5.8
LGR2 inh,4.3,-3.2,-14.7,0.1,13.9,-23.0,10.4
DENV2 CPE,-6.4,18.8,-1.3,33.0*,-0.5,10.6,-11.5

No enrichment for hits; any-hit rate near 4.9%.
